# BioA inh: blocks M. tuberculosis BioA enzyme activity; purified M. tuberculosis BioA enzyme, plate reader; inhibition, % at 9.99 µM; 360,000 tested, 0.096% active; in the data active = inhibition above about 40%
# TcdB GH inh: blocks C. difficile toxin B glycohydrolase activity. TcdB glycohydrolase enzymatic assay, plate reader. inhibition, % at 9.99 µM. 350,000 tested, 0.24% active. AID 652162; in the data active = inhibition above about 10%
# Target sequence (P18177 whole entry, looked up): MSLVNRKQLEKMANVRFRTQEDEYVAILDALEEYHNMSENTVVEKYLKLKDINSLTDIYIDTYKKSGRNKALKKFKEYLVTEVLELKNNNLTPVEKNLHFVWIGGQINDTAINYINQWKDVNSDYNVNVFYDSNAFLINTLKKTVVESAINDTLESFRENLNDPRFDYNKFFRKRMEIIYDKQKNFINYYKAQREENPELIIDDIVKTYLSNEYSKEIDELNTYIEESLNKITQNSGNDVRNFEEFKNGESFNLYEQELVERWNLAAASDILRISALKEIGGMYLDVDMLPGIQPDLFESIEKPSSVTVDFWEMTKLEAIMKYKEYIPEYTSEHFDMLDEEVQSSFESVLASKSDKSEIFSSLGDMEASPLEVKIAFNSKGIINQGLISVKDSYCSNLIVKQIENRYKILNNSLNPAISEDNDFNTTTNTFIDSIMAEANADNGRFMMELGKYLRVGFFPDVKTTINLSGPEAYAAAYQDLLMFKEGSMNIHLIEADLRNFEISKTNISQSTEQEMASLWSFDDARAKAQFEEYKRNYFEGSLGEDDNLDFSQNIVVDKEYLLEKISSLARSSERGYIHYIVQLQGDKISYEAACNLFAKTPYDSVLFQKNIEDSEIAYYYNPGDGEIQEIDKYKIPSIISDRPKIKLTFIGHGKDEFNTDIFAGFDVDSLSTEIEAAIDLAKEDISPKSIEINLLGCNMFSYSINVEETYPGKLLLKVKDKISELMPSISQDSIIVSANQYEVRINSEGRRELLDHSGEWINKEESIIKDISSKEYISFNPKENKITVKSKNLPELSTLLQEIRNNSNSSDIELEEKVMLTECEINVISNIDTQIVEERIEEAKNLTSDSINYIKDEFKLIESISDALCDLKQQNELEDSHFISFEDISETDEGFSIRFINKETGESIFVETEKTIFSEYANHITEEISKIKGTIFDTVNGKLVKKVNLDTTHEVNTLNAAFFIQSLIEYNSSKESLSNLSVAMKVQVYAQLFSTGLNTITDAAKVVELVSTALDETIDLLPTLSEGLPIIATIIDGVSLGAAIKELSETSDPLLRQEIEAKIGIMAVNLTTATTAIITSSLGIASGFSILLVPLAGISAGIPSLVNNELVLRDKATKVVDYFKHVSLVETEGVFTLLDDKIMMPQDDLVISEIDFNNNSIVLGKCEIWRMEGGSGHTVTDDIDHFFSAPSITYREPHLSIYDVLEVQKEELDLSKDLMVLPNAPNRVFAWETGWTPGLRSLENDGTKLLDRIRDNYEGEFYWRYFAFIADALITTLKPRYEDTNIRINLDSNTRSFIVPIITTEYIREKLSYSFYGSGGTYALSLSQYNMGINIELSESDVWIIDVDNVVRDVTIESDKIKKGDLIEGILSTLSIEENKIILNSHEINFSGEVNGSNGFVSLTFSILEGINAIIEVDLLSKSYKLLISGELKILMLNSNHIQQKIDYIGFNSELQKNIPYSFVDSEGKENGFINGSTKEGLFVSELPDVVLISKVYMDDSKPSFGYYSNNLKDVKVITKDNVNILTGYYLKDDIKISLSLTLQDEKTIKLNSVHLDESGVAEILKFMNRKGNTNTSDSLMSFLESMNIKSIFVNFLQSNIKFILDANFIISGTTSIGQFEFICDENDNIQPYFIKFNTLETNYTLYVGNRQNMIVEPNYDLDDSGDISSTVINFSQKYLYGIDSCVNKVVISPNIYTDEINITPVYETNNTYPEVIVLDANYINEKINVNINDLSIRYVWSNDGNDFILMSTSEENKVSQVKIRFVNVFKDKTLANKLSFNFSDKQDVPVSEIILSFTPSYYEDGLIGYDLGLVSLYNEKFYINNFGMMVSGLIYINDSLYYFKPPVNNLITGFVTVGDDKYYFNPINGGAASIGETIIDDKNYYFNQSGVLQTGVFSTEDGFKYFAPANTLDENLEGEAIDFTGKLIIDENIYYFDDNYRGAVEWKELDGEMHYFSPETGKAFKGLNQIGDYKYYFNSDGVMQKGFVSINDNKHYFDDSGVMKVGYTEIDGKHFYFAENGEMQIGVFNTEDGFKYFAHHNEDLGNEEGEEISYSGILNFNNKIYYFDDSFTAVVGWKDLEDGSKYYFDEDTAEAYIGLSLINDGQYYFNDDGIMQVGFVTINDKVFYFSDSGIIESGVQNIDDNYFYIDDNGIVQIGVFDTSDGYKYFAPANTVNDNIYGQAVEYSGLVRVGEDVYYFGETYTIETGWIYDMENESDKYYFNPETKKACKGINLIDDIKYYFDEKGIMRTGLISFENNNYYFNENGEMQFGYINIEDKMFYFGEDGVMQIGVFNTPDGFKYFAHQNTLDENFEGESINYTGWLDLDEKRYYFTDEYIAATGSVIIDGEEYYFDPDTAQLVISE
# * hit, by the source's call.
SMILES,BioA inh,TcdB GH inh
COc1ccc(NC(=O)Nc2cccc3c2O[C@H](CN(C)CC2CCCCC2)[C@@H](C)CN([C@H](C)CO)C3=O)cc1,-2.6,0.1
COc1ccc(NC(=O)N(C)C[C@H]2Oc3ccc(NS(=O)(=O)c4ccccc4)cc3C(=O)N([C@@H](C)CO)C[C@H]2C)cc1,-1.0,1.7
C[C@H]1CN([C@@H](C)CO)C(=O)Cc2cc(NC(=O)Nc3ccc(F)cc3)ccc2O[C@H]1CN(C)CC1CCCCC1,-1.6,0.8
CN(C)CC(=O)N[C@H]1CC[C@H](CCn2cc(C3CC3)nn2)O[C@@H]1CO,0.9,-0.3
CO[C@H]1CN(C)C(=O)c2cc(NS(C)(=O)=O)ccc2OC[C@@H](C)N(Cc2ccccc2)C[C@@H]1C,-1.2,-0.4
O=C(Nc1ccc(Cl)c(Cl)c1)N[C@@H]1CC[C@@H](CCNC(=O)c2ccc(F)cc2)O[C@@H]1CO,-0.5,0.5
C[C@@H]1CN([C@H](C)CO)C(=O)c2cccc(NS(=O)(=O)c3ccc(Cl)cc3)c2O[C@@H]1CN(C)S(C)(=O)=O,-2.0,-1.1
O=S(=O)(c1cc(C(F)(F)F)ccc1Cl)N1CCN(Cc2ccc(OCCO)cc2)CC1,-1.0,0.7
C[C@H]1CCCCO[C@@H](CN(C)C(=O)Nc2cccc3ccccc23)[C@@H](C)CN([C@@H](C)CO)C(=O)c2cc(NS(=O)(=O)c3cccs3)ccc2O1,-0.2,-1.3
CN1c2ccc(Br)cc2[C@@H]2[C@@H](CCN2S(=O)(=O)c2ccccc2F)[C@@H]1CO,4.2,0.8
C[C@@H]1CN([C@@H](C)CO)S(=O)(=O)c2ccc(C#Cc3ccncc3)cc2O[C@@H]1CN(C)C(=O)C1CC1,-1.0,4.3
O=C(C[C@H]1C[C@@H]2c3cc(NS(=O)(=O)c4ccc(F)cc4)ccc3O[C@@H]2[C@H](CO)O1)NCc1ccc(-c2ccccc2)cc1,-2.1,0.1
C[C@@H]1CN([C@H](C)CO)C(=O)c2cc(-c3ccc(C#N)cc3)cnc2O[C@H]1CN(C)Cc1ccncc1,1.5,0.3
C[C@H]1CN([C@@H](C)CO)C(=O)c2cc(Br)cnc2O[C@@H]1CN(C)C(=O)c1ccccc1F,6.3,0.7
COc1ccc(CN(C)C[C@H]2OCCCC[C@@H](C)Oc3ccc(NC(=O)Nc4ccc5c(c4)OCO5)cc3C(=O)N([C@@H](C)CO)C[C@@H]2C)cc1,-0.4,1.1
CO[C@H]1CN(C)C(=O)c2cc(NC(=O)Nc3ccccc3F)ccc2OC[C@@H](C)N(CCC(F)(F)F)C[C@@H]1C,-1.1,-0.4
O=C(C[C@@H]1C=C[C@H](NC(=O)Nc2ccc3c(c2)OCO3)[C@H](CO)O1)NCCCN1CCOCC1,-2.7,0.2
C[C@H]1CN([C@@H](C)CO)C(=O)Cc2cc(NC(=O)Nc3ccc(F)cc3)ccc2O[C@@H]1CN(C)C(=O)Nc1ccc2c(c1)OCO2,-0.4,0.4
COc1ccccc1-c1cn(CC[C@H]2CC[C@@H](NC(=O)C3CCCCC3)[C@H](CO)O2)nn1,2.0,-1.6
Cc1ccc(NC(=O)Nc2ccc3c(c2)C(=O)N(C)[C@H]2CC[C@H](CC(=O)O)O[C@H]2CO3)cc1,-1.3,-3.0
C[C@H](CO)N1C[C@H](C)[C@@H](CN(C)S(=O)(=O)c2ccccc2)OCCCC[C@H](C)Oc2ccc(NC(=O)CCCN(C)C)cc2C1=O,-0.9,0.3
C[C@@H]1CN([C@H](C)CO)C(=O)c2cccc(NC(=O)C3CCOCC3)c2O[C@@H]1CN(C)S(=O)(=O)c1ccc(F)cc1,0.7,-1.2
O=C(Cc1ccccn1)NCC[C@@H]1CC[C@@H](NS(=O)(=O)c2ccccc2)[C@@H](CO)O1,5.2,-0.4
CN(C)C(=O)c1ccc(-c2ccc([C@@H]3[C@@H](CO)N(C(=O)C4CCOCC4)[C@H]3C#N)cc2)cc1,-1.5,-2.1
COc1cccc(-c2ccc3c(c2)O[C@@H](CN(C)CC2CC2)[C@@H](C)CN([C@H](C)CO)S3(=O)=O)c1,0.9,0.0

# In another format: results already given
O=S(=O)(c1cc(C(F)(F)F)ccc1Cl)N1CCN(Cc2ccc(OCCO)cc2)CC1
  BioA inh: -1.0
  TcdB GH inh: 0.7
C[C@H]1CN([C@@H](C)CO)C(=O)Cc2cc(NC(=O)Nc3ccc(F)cc3)ccc2O[C@@H]1CN(C)C(=O)Nc1ccc2c(c1)OCO2
  BioA inh: -0.4
  TcdB GH inh: 0.4
O=C(C[C@H]1C[C@@H]2c3cc(NS(=O)(=O)c4ccc(F)cc4)ccc3O[C@@H]2[C@H](CO)O1)NCc1ccc(-c2ccccc2)cc1
  BioA inh: -2.1
  TcdB GH inh: 0.1

# Later entries.
SMILES,BioA inh,TcdB GH inh
C[C@H]1CCCCO[C@@H](CN(C)C)[C@@H](C)CN([C@@H](C)CO)C(=O)c2cc(NC(=O)C3CCCCC3)ccc2O1,-0.9,-2.8
CN1C(=O)c2cc(NC(=O)c3cscn3)ccc2OC[C@H]2O[C@H](CC(=O)N3CCCCC3)CC[C@H]21,-1.8,0.3
CC(C)NC(=O)Nc1ccc2c(c1)C(=O)N([C@H](C)CO)C[C@H](C)[C@@H](CN(C)CC1CCCCC1)O2,-0.6,0.2
O=C(Nc1ccc(Cl)cc1)N[C@@H]1CC[C@@H](CCn2cc(C3(O)CCCC3)nn2)O[C@H]1CO,-2.8,0.1
O=C(Cc1ccccn1)N1CCCCN2[C@H](C1)[C@@H](c1ccc(-c3ccccc3F)cc1)[C@@H]2CO,-3.7,0.8
O=C(N[C@@H]1CC[C@H](CC(=O)N2CCN(c3ccccc3)CC2)O[C@H]1CO)c1ccccc1,-0.9,-1.6
CCC(=O)Nc1ccc2c(c1)OC[C@@H](C)N(Cc1ccccc1)C[C@H](C)[C@@H](OC)CN(C)C2=O,1.4,-0.9
O=C(C[C@H]1CC[C@@H](NC(=O)c2ccncc2)[C@@H](CO)O1)NCCc1ccncc1,-1.4,0.8
C[C@@H]1CN([C@@H](C)CO)C(=O)c2cc(NC(=O)C3CCCCC3)ccc2O[C@@H](C)CCCCO[C@@H]1CN(C)C(=O)CCC(F)(F)F,-0.2,0.6
COc1ccccc1NC(=O)N1C[C@H]2[C@@H](c3ccccc31)[C@@H](CO)N2Cc1ccccc1F,-2.0,-0.4
COc1ccc(S(=O)(=O)Nc2ccc3c(c2)C(=O)N([C@H](C)CO)C[C@@H](C)[C@H](CN(C)C)OCCCC[C@H](C)O3)cc1,0.4,-1.9
COCCNC(=O)C[C@H]1CC[C@H]2[C@@H](COc3ccc(NC(=O)c4cc(C)on4)cc3C(=O)N2C)O1,1.9,-0.3
O=C(C[C@@H]1C[C@@H]2c3cc(NC(=O)c4cccnc4)ccc3O[C@@H]2[C@H](CO)O1)NC1CCCCC1,-0.2,-0.2
C[C@@H]1CN([C@H](C)CO)C(=O)CCCn2nncc2CO[C@H]1CN(C)C(=O)Nc1cccc(C(F)(F)F)c1,-0.4,0.1
O=C(NCC[C@H]1CC[C@@H](NC(=O)C2CCCC2)[C@@H](CO)O1)c1cc(Cl)cc(Cl)c1,0.2,-0.1
Cn1cnc(S(=O)(=O)N2CCCCN3[C@H](CO)[C@H](c4ccc(-c5ccccc5F)cc4)[C@H]3C2)c1,-0.9,-0.1
CC(=O)NC[C@H]1[C@H](c2ccc(-c3ccccc3)cc2)[C@H](CO)N1C(=O)C1CCC1,-0.7,-1.3
COCCNC(=O)C[C@@H]1CC[C@@H]2[C@H](COC[C@@H](O)CN2S(=O)(=O)c2ccccc2C)O1,-0.9,-1.4
CCCNC(=O)Nc1ccc2c(c1)OC[C@@H](C)N(Cc1ccccc1)C[C@H](C)[C@H](OC)CN(C)C2=O,8.0,-1.6
C[C@H]1CN([C@@H](C)CO)C(=O)Cc2cc(NC(=O)Nc3ccc(F)cc3)ccc2O[C@@H]1CN(C)Cc1ccncc1,-1.3,-0.2
O=C(Nc1ccc(F)cc1)N1[C@@H]2CNc3ccccc3[C@@H]2[C@@H]1CO,-1.1,0.8
Cc1noc(C)c1NC(=O)N(C)C[C@H]1Oc2ccc(NC(=O)Nc3ccc(F)cc3)cc2CC(=O)N([C@@H](C)CO)C[C@H]1C,-2.1,-0.5
O=C(CC(F)(F)F)N1C[C@@H]2[C@H](c3ccccc31)[C@H](CO)N2C(=O)C1CC1,-3.0,0.4
C[C@@H]1CCCCO[C@H](CN(C)S(C)(=O)=O)[C@H](C)CN([C@@H](C)CO)C(=O)c2cc(NS(=O)(=O)c3cccs3)ccc2O1,-4.0,0.9
Cc1ccc(S(=O)(=O)N(C)C[C@@H]2Oc3ccc(NC(=O)CCCN(C)C)cc3C(=O)N([C@@H](C)CO)C[C@@H]2C)cc1,-0.4,0.4

# Individual results from above:
# Under BioA inh, CCC(=O)Nc1ccc2c(c1)OC[C@@H](C)N(Cc1ccccc1)C[C@H](C)[C@@H](OC)CN(C)C2=O has the entry 1.4
# Under BioA inh, CC(C)NC(=O)Nc1ccc2c(c1)C(=O)N([C@H](C)CO)C[C@H](C)[C@@H](CN(C)CC1CCCCC1)O2 has the entry -0.6

# Reprinted at random: 2 records from the list
SMILES,BioA inh,TcdB GH inh
O=C(Cc1ccccn1)N1CCCCN2[C@H](C1)[C@@H](c1ccc(-c3ccccc3F)cc1)[C@@H]2CO,-3.7,0.8
CCC(=O)Nc1ccc2c(c1)OC[C@@H](C)N(Cc1ccccc1)C[C@H](C)[C@@H](OC)CN(C)C2=O,1.4,-0.9

# Carrying on.
SMILES,BioA inh,TcdB GH inh
C[C@@H]1CN([C@@H](C)CO)C(=O)c2cc(NS(=O)(=O)c3ccc(F)cc3)ccc2O[C@H]1CN(C)Cc1ccc(C(=O)O)cc1,5.2,-0.8
C[C@@H]1CN([C@H](C)CO)C(=O)c2cc(NS(C)(=O)=O)ccc2O[C@@H](C)CCCCO[C@@H]1CN(C)C(=O)c1ccncc1,-1.5,1.2
O=C(C[C@@H]1CC[C@H]2[C@@H](COC[C@@H](O)CN2Cc2ccccc2F)O1)NCc1ccccc1F,1.4,-0.4
C[C@@H]1CCCCO[C@H](CN(C)C(=O)Nc2ccc(F)cc2)[C@H](C)CN([C@H](C)CO)C(=O)c2cc(NC(=O)Cc3ccccc3)ccc2O1,-3.4,-1.2
C[C@H](CO)N1C[C@H](C)[C@@H](CN(C)C(=O)c2ccccn2)Oc2cc(C#Cc3ccccc3)ccc2S1(=O)=O,1.8,-1.5
COc1ccc(CN(C)C[C@H]2Oc3ccc(NC(=O)Nc4ccc(C(F)(F)F)cc4)cc3CC(=O)N([C@@H](C)CO)C[C@H]2C)cc1,-0.7,0.2
C[C@@H]1CCCCO[C@@H](CN(C)C(=O)c2ccccc2)[C@@H](C)CN([C@@H](C)CO)C(=O)c2cc(NC(=O)Nc3ccccc3)ccc2O1,0.2,-4.4
C[C@H]1CN([C@@H](C)CO)C(=O)Cc2cc(NC(=O)Nc3ccccc3)ccc2O[C@@H]1CN(C)Cc1ccc(C(=O)O)cc1,0.2,0.3
O=C(C[C@@H]1CC[C@H]2[C@@H](COC[C@H](O)CN2C(=O)Nc2ccc(C(F)(F)F)cc2)O1)NCC1CCCCC1,-1.4,0.0
COc1cccc(S(=O)(=O)Nc2ccc3c(c2)C(=O)N(C)[C@@H]2CC[C@H](CC(=O)NCC4CCCCC4)O[C@H]2CO3)c1,0.5,1.1
Cc1ccc(S(=O)(=O)N(C)C[C@H]2OCCCC[C@@H](C)Oc3ccc(NS(=O)(=O)c4ccc(F)cc4)cc3C(=O)N([C@@H](C)CO)C[C@H]2C)cc1,-2.6,-0.7
C[C@@H]1CN([C@@H](C)CO)C(=O)Cc2cc(NC(=O)Nc3ccc(C(F)(F)F)cc3)ccc2O[C@H]1CN(C)S(=O)(=O)c1cn(C)cn1,1.1,0.1
O=C(C[C@H]1CC[C@H](NC(=O)Nc2ccccc2)[C@@H](CO)O1)NCc1ccccn1,-0.2,0.2
COCC(=O)Nc1ccc2c(c1)C(=O)N(C)C[C@H](OC)[C@H](C)CN(Cc1cncnc1)[C@@H](C)CO2,-1.2,-0.8
C[C@@H]1CN([C@H](C)CO)C(=O)Cc2cc(NC(=O)C3CC3)ccc2O[C@H]1CN(C)C(=O)Nc1ccc(F)cc1,3.4,0.6
Cc1ccc(S(=O)(=O)N(C)C[C@@H]2Oc3ccc(NC(=O)C4CCCCC4)cc3CC(=O)N([C@H](C)CO)C[C@@H]2C)cc1,1.7,0.5
O=C(c1cccnc1)N1C[C@@H]2[C@H](c3ccccc31)[C@@H](CO)N2C(=O)Nc1ccccc1,-4.1,1.5
CO[C@H]1CN(C)C(=O)c2cc(NC(C)=O)ccc2OC[C@H](C)N(C(=O)C2CC2)C[C@H]1C,-3.5,0.4
CC(C)NC(=O)N[C@@H]1CC[C@H](CC(=O)N2CCCCC2)O[C@H]1CO,2.7,1.3
O=C(C[C@@H]1C[C@H]2c3cc(NC(=O)C4CCOCC4)ccc3O[C@H]2[C@@H](CO)O1)NC1CCCCC1,0.7,1.3
C[C@@H]1CN([C@@H](C)CO)C(=O)c2cc(NS(=O)(=O)c3cccs3)ccc2O[C@@H](C)CCCCO[C@@H]1CN(C)Cc1ccc(C(F)(F)F)cc1,-0.7,0.8
Cc1ccc(S(=O)(=O)Nc2ccc3c(c2)C(=O)N([C@H](C)CO)C[C@H](C)[C@@H](CN(C)C(=O)c2ccccc2)OCCCC[C@H](C)O3)cc1,2.0,0.1
CCCC(=O)Nc1ccc2c(c1)C(=O)N(C)C[C@H](OC)[C@H](C)CN(C(=O)c1ccncc1)[C@@H](C)CO2,-2.0,-1.2
CC(C)NC(=O)Nc1ccc2c(c1)C(=O)N([C@@H](C)CO)C[C@H](C)[C@@H](CN(C)S(=O)(=O)c1ccc(Cl)cc1)O2,-1.3,0.5
COc1ccc(NC(=O)Nc2ccc3c(c2)C(=O)N([C@H](C)CO)C[C@H](C)[C@H](CN(C)CC2CC2)OCCCC[C@H](C)O3)cc1,0.4,0.0

# High-throughput results as filed in PubChem BioAssay.

# An excerpt; rates above refer to the full screens.
